AID inhibitor: inhibitors of human activation induced cytidine deaminase; Q9GZX7; AID deamination FRET fluorescence, UDG-coupled, 4 h; Potency, µM (highest dose often 115 µM), without a hit: at the highest dose activity change, negative = inhibition, actives largely listed as inhibitors; actives 0.32% (n = 91,000); AID 1347428; further: nearly all actives have a fitted effect of over 25% in size
Target sequence (Q9GZX7 whole entry, looked up): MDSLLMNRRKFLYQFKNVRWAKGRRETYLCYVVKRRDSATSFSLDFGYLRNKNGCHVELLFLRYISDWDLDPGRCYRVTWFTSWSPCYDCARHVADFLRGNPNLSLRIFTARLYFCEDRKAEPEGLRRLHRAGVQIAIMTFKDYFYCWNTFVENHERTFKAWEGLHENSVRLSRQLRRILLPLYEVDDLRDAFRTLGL
UDG counter: counter-screen for AID inhibitors: uracil-DNA glycosylase inhibition; FRET deamination/UDG coupled assay, UDG read, 4 h; AID 1347430; Potency, µM (series often up to 115 µM), for the others: at the top dose activity change, negative = inhibition, actives largely listed as inhibitors; actives 0.14% (n = 91,000); further: nearly all actives have a fitted effect of over 65% in size
Starred values were filed as active, the others as inactive; ? = inconclusive; [ ] = remark or other dose. The call rests on the fitted dose curve; in most records, active means well fitted curve in the direction sought with a large enough effect; inconclusive means small, poorly fitted or top-dose-only effect, or another doubt; inactive means no such curve, though single readings can be large; an effect the other way counts as inactive or inconclusive. On the % scale 0 is the no-effect control and ±100 the full control effect; potency means the concentration at half of the fitted maximal effect. Not all compounds are listed (hit frequency here may not be typical).

SMILES	AID inhibitor	UDG counter
CCOC(=O)c1sc(NC(=O)Nc2cccc(Cl)c2)nc1C	-3.3%	-1.6%
COc1ccc(OC)c(/C=N/OCc2c(Cl)cccc2Cl)c1	-11.7%	-9.9%
COc1cccc(NC(=O)Cn2c(=O)n(-c3ccc(C)cc3)c(=O)c3ccc(C(=O)NCc4ccco4)cc32)c1	2.4%	6.3%
O=C1CN(C(=O)c2ccccc2C(F)(F)F)C(c2ccccc2)c2cc(F)ccc2N1 (stereo not given)	-18.6%	-9.7%
CCCCNC(=O)c1cccc(NC(=O)c2nsc3ccccc23)c1	11.6%	9.0%
N#Cc1ccccc1Cn1nnc2c(=O)[nH]c(C3CCCN(S(=O)(=O)c4ccc(F)cc4)C3)nc21 (stereo not given)	-2.6%	-14.0%
Cc1cc(C)cc(OC(C)C(=O)Nc2c(C(=O)c3ccccc3)oc3ccccc23)c1 (stereo not given)	-18.7%	-7.3%[57.5 µM]
O=C(CSc1nc2ccccc2o1)c1ccccc1	-11.7%	23.8%
NCC1CCN(Cc2ccccc2)C1 (stereo not given)	2.7%	-2.1%
O=C(Oc1cccc2ccccc12)c1ccc(-c2ccccc2)cc1	0.4%	2.9%
COc1c(C)cccc1C(=O)Nc1cccc2ncccc12	1.0%	-7.1%
COc1ccc(N2CC(NC(=O)/C=C\c3ccc(OC)c(OC)c3)CC2=O)cc1 (stereo not given)	0.2%	-8.0%
CCn1cc(Br)c(C(=O)Nc2ccc(F)cc2F)n1	-5.6%	25.9%
CCOC(=O)c1cnc2ccc(Cl)cc2c1Nc1ccccc1OC	-4.3%	-8.6%
Cc1ccc(NC(=O)COc2ncnc3ccccc23)c(C)c1	-4.1%	5.1%
CCS(=O)(=O)N1CCCc2cc(C(=O)Nc3cc(C)ccc3C)ccc21	-2.0%	-4.9%
CCCN(C(=O)c1cc2c(=O)oc3ccc(C)cc3c2s1)c1ccc(OCC)cc1	-0.6%	-3.5%
CCN(Cc1ccc(OC)cc1)Cc1cc(=O)oc2ccc(C)cc12	-3.5%	4.8%
CC(C)CC(NC(N)=O)C(=O)O (stereo not given)	2.6%	-4.2%
CCn1cc(C(=O)N2CCN(c3cc(Cl)ccc3C)CC2)c(=O)c2cc(S(=O)(=O)N3CCCCC3)ccc21	17.2%[57.5 µM]	-1.4%[57.5 µM]
CCc1ccc(S(=O)(=O)c2cnc3ccc(OC)cc3c2N2CCCC(C)C2)cc1 (stereo not given)	?	-11.8%
O=[N+]([O-])c1cccc(N/N=C/c2ccccc2Br)c1	-11.8%	-8.9%
CNC(=O)CCc1c(-c2ccccc2)[nH]c2ccc(F)cc12	-1.5%	1.8%
COc1ccc(-c2nnc(SCC(=O)NCCc3ccccc3)nc2-c2ccc(OC)cc2)cc1	26.2%	13.5%
O=C(O)c1cccnc1SCC(F)(F)F	-3.6%	-10.5%
CCCNC(=O)C(C)S(=O)(=O)Cc1cc(Cl)c2c(c1)OCO2 (stereo not given)	0.1%	-11.8%
COc1cccc(NC(=O)/C=N/O)c1	-3.3%	-3.8%
C=CCn1c(SCc2ccc(F)cc2)nc2c1c(=O)[nH]c(=O)n2C	-3.0%	-5.3%
O=C(NCCCNc1ccccc1)NCc1cccnc1	7.7%	-2.7%
Cc1ccc(N(C)S(=O)(=O)c2ccc(-c3cnc(C4CC4)o3)cc2)cc1	?	?
Cc1ccccc1CNC(=O)CCCn1c(=O)c2cccn2c2cccnc21	-8.4%	1.1%
COc1ccc(OCC(=O)Nc2ccc(Cl)c(-c3nc4ncccc4o3)c2)cc1	-20.0%	-3.8%
CCCCC(=O)Nc1oc2c(C)cccc2c(=O)c1-c1cc(OC)c(OC)c(OC)c1	-3.4%	-3.7%
N#Cc1nc(-c2ccc(S(=O)(=O)N3CCCC3)cc2)oc1NCc1cccnc1	-4.9%	-4.4%
COC(=O)c1sccc1S(=O)(=O)N(CC(=O)NCc1ccc(C)cc1)c1ccc(C)cc1	3.9%	23.7%
COc1ccc(OC)c(NC(=O)Cn2c(=O)cc(-c3ccccc3)c3c(C)nn(C)c32)c1	?	50.9%[activator]
CSc1ccccc1C(=O)Nc1c(C(C)C)cccc1C(C)C	-2.4%	-7.2%
CCOCc1ccc(CNC(=O)/C=C/c2ccco2)cc1	-9.2%	0.1%
Cc1ccc(NC(=O)CN(C)S(=O)(=O)c2cccc3nsnc23)c(C)c1	-26.5%	1.5%
CCOc1cc2c(cc1NC(=O)c1ccc(SC)cc1OC)OC(C)C2 (stereo not given)	-3.3%	0.8%
COc1ccc(NC(=O)c2cccc(N3CCCS3(=O)=O)c2)c(OC)c1	-25.6%	-9.1%
O=c1oc2ccc(Br)cc2cc1-c1ccccc1	-9.8%	-1.3%
O=C(c1ccc2c(c1)nc1n2CCCCC1)N1CCN(c2ccccc2)CC1	-6.3%	-6.5%
COc1cc(Cl)c(C)cc1NC(=O)Cn1nc(-c2cccs2)oc1=O	1.2%	-5.8%
C(=C\c1ccccn1)/c1ccccc1	-12.5%	-5.5%

Ordered by length of the SMILES (low to high): part of the list above.
SMILES	AID inhibitor	UDG counter
CCOCc1ccc(CNC(=O)/C=C/c2ccco2)cc1	-9.2%	0.1%
Cc1ccccc1CNC(=O)CCCn1c(=O)c2cccn2c2cccnc21	-8.4%	1.1%
COc1ccc(NC(=O)c2cccc(N3CCCS3(=O)=O)c2)c(OC)c1	-25.6%	-9.1%
N#Cc1nc(-c2ccc(S(=O)(=O)N3CCCC3)cc2)oc1NCc1cccnc1	-4.9%	-4.4%

(list continues)
SMILES	AID inhibitor	UDG counter
Cc1ccc(NC(=O)c2cc3ccc(O)cc3oc2=O)cc1	-4.1%	-2.7%
NC(=O)Cc1csc(NC(=O)CCc2ncc(-c3ccccc3Cl)o2)n1	1.1%	-7.7%
CCOc1ccc(C(=O)C(C)n2cnc3c2c(=O)n(C)c(=O)n3C)cc1 (stereo not given)	-0.6%	-5.7%
CC(C)NC(=O)c1ccc(-c2ccc(F)cc2)o1	-6.1%	-3.6%
CC(C)Oc1ccc(C(=O)Nc2ccc(Oc3ccc(Cl)cc3)cc2)cc1	-7.4%	10.8%
COc1ccc(NC(=O)CSC2=Nc3ccccc3N=C(c3ccc(F)cc3)C2)cc1OC	1.1%	13.8%
COc1ccc(C(=O)/C(=C/c2ccncc2)c2nc3ccccc3o2)cc1OC	-24.8%	?
COc1ccc(Br)cc1/C=C(\C#N)C(=O)NC(C)c1ccccc1 (stereo not given)	-2.7%	-2.1%
Cc1ccc(C(=O)N(Cc2ccco2)c2ccccn2)cc1	-3.7%	-5.4%
COc1ccccc1C(=O)Nc1nc(-c2ccccc2)ns1	?	-18.9%
O=C1CC(c2ccc(Cl)cc2Cl)c2c(n3c(nc4ccccc43)[nH]c2=O)N1 (stereo not given)	-7.9%	4.8%
CCc1ccccc1NC(=O)C1CCCN(c2nnc(-n3c(C)ccc3C)s2)C1 (stereo not given)	-7.1%	-8.1%
Cc1ccc(-n2ccn(CC(=O)NCCc3ccccc3)c(=O)c2=O)cc1C	-5.2%	-14.4%[57.5 µM]
Cc1ccc(-c2nn(-c3ccccc3)c3c2cnc2ccccc23)cc1C	5.1%	10.7%
C/C(=N\OC(=O)c1cc(-c2ccc(C)c(C)c2)nc2ccccc12)c1ccc(C(C)(C)C)cc1	-1.7%	-1.6%

Entries of single compounds, quoted from the list. Order of screens: AID inhibitor	UDG counter
`NC(=O)Cc1csc(NC(=O)CCc2ncc(-c3ccccc3Cl)o2)n1` in the list: 1.1%	-7.7%
`Cc1ccc(-n2ccn(CC(=O)NCCc3ccccc3)c(=O)c2=O)cc1C` in the list: -5.2%	-14.4%[57.5 µM]

More compounds:
SMILES	AID inhibitor	UDG counter
COc1ccc(CCN2CCC(CNC(=O)c3cnn(-c4cccc(Cl)c4)c3C3CCN(C(=O)OC(C)(C)C)CC3)CC2)cc1	35.5µM*	-17.1%
CCN(CCCNC(=O)c1c(C)oc2ncn(CC(C)C)c(=O)c12)Cc1ccccc1	8.8%	-26.0%
O=S(=O)(c1ccccc1)c1nc(-c2ccco2)oc1SCc1ccc(F)cc1	-0.1%	-6.0%
Cc1cccc(-c2[nH]ncc2C=O)c1	-0.8%	-4.2%
CCC(C(=O)Nc1ccccc1)n1nc(-c2cc(C)ccc2C)ccc1=O (stereo not given)	-10.0%	-9.6%
CN1CCN(S(=O)(=O)c2cc3cc(F)ccc3oc2=O)CC1	-8.0%	-9.2%
C=CC[N+]1(CC#Cc2ccccc2)CCOCC1	-3.1%	0.0%
CCN1C(=O)c2ccccc2S(=O)c2ccc(C(=O)N3CCN(c4cccc(Cl)c4)CC3)cc21 (stereo not given)	?	-11.3%
CC(C)c1cc(C(=O)Nc2cccc(C(F)(F)F)c2)nn1C1CCS(=O)(=O)C1 (stereo not given)	-18.5%	-18.8%
Cc1nc2ccc3[nH]c(C)c(C)c3c2s1	6.1%	9.5%
CCOc1cc(CNCc2ccco2)ccc1OCc1ccccc1	-9.8%	-5.8%
Cc1ccc2nc(C)c(C(=O)N3CCN(c4ccccc4F)CC3)cc2c1	-0.1%	-12.4%
CCN(CC)CCCNC(=O)c1cnc(SC)nc1-c1ccccc1	5.1%	-6.5%[57.5 µM]
CCOCCCn1c(SCC(=O)Nc2ccc(C)cc2)nc2ccccc2c1=O	-18.1%	-4.4%
CN(CCCNC(=O)c1ccc2n[nH]nc2c1)Cc1ccccc1	19.8%	1.5%

Copied from the list.
UDG counter, CCN1C(=O)c2ccccc2S(=O)c2ccc(C(=O)N3CCN(c4cccc(Cl)c4)CC3)cc21 (stereo not given) = -11.3%
UDG counter, Cc1cccc(-c2[nH]ncc2C=O)c1 = -4.2%

(continued)
SMILES	AID inhibitor	UDG counter
CCOC(=O)Cn1c(=O)n(C2CCCCC2)c2nc(-c3ccc(OC)cc3)nc(C(N)=O)c21	-11.9%	0.8%
CCOc1ccccc1NS(=O)(=O)c1cc2[nH]c(=O)c(=O)[nH]c2cc1C	-6.5%	-6.0%[57.5 µM]
Cc1ccccc1OCC(=O)Nc1ccc(C(=O)OCc2cc(=O)n3c(C)csc3n2)cc1	-11.9%	-3.6%
COc1ccc(NC(=O)C(C)n2nc(-c3cc(C)ccc3C)c3c(c2=O)CCCC3)cc1 (stereo not given)	-25.8%	4.3%
CCOc1ccccc1Nc1nc2ccccc2nc1NS(=O)(=O)c1ccc(C)cc1	0.1%	-2.7%
CCOc1ccc(C2C=C(c3ccc(OC)cc3)Nc3ncnn32)cc1 (stereo not given)	-22.2%	8.9%
CC(=O)N1CCc2cc(C(=O)C(C)n3nnc(-c4cccc(C(F)(F)F)c4)n3)ccc21 (stereo not given)	-20.5%	-3.0%
CCOC(=O)c1c(C)c(-c2ccccc2)n(CC(=O)NCc2ccccc2)c1C	?	-13.0%
Cc1cc(N2CCN(c3cccc(C)c3C)CC2)n2nc(C)c(-c3ccc(Cl)cc3)c2n1	18.9%	-4.0%
CCOc1ccc(CCNC(=O)c2cnc3sc(N4CCC(C)CC4)nn3c2=O)cc1	2.3%	44.1%[activator]
N#Cc1cc2c(nc1SCc1ccccc1Cl)CCCC2=O	1.2%	-8.8%
CCOC(=O)Cc1ccc(NC(=O)NC(C)c2c(-n3cccc3)sc(C)c2C)cc1 (stereo not given)	1.8%	3.5%
Cc1ccccc1-c1cc(=O)c2cc(NC(=O)c3ccncc3)ccc2o1	-14.2%	-8.5%
COc1cccc(C(Nc2ncc(C(F)(F)F)cc2Cl)c2nccn2C)c1 (stereo not given)	-11.5%	-7.5%
CCOC(=O)CCN(C)Cc1cccc(OC)c1OC	-1.6%	5.0%
CC1CCc2c(-c3ccccc3O)nc3ccc4ccccc4c3c2C1 (stereo not given)	-3.0%	-4.0%
Nc1c(C(=O)NC2CCCCC2)nnn1-c1ccccc1	-10.9%	-2.4%
Cc1cccc(CN2CCN(S(=O)(=O)c3cnn(C)c3)CC2)c1	-1.5%	-1.7%
Cc1cc2n(n1)CCC(=O)N2Cc1ccc(C(=O)NCc2cccs2)cc1	-10.4%	37.4%[activator]
CC(C)Oc1ccc(CNC(=O)c2cc3cccc4c3n2CC(C)S4)cc1 (stereo not given)	?	38.3%[activator]
Cc1cccc(C(=O)Nc2sc(C)c(C)c2C#N)c1	1.4%	-8.3%
Cc1ccccc1-c1nc2c3c(ncn2n1)Oc1cc(O)ccc1C3c1ccccc1 (stereo not given)	2.8%	1.7%
CN(C)CCNc1oc(COc2ccc(Cl)cc2)nc1C#N	0.9%	3.1%
CC(NC(=O)C(C)(Cl)Cl)C12CC3CC(CC(C3)C1)C2 (stereo not given)	-10.3%	-15.5%
COc1ccc(NC(=O)CSc2ccc3nc(-c4ccccc4)cn3n2)c(OC)c1	-13.5%	-0.7%
Cc1cccc(NC(=O)CCn2cnnn2)c1	-0.9%	18.7%
COc1ccccc1C(=O)OCc1cc(=O)n2nc(C3CCCCC3)sc2n1	11.2%	19.7%
O=C(Nc1cccc(Br)c1)c1cc2ccc(O)cc2oc1=O	6.4%	0.8%
Cc1cccc(-c2nc3cc(NC(=O)COc4ccccc4F)ccc3o2)c1	21.3%	-17.2%
C(#Cc1ccccc1)CN1CCOCC1	-0.7%	3.7%
CCCc1cc(=O)oc2cc(C)c3c(C(C)(C)C)coc3c12	-6.4%	0.7%
CCCc1ccc(OC(=O)c2sc3ncn(Cc4cccc(F)c4)c(=O)c3c2C)cc1	-29.3%[57.5 µM]	-15.2%[57.5 µM]

Shown field by field: entries from further up
> Cc1ccccc1-c1nc2c3c(ncn2n1)Oc1cc(O)ccc1C3c1ccccc1 (stereo not given)
  AID inhibitor: 2.8% | UDG counter: 1.7%
> N#Cc1cc2c(nc1SCc1ccccc1Cl)CCCC2=O
  AID inhibitor: 1.2% | UDG counter: -8.8%
> CCOc1ccc(CCNC(=O)c2cnc3sc(N4CCC(C)CC4)nn3c2=O)cc1
  AID inhibitor: 2.3% | UDG counter: 44.1%[activator]

Screens deposited in PubChem by National Center for Advancing Translational Sciences (NCATS).
